Screens (PubChem)
POLH inh = qHTS for Inhibitors of Polymerase Eta | AID 588591, 2011 | Potency, µM (titrated, usually from 114 µM), without a hit: at the highest dose activity change, negative = inhibition, hits mostly inhibitors | recombinant Pol eta, fluorescent DNA replication assay | DNA polymerase eta (Homo sapiens), Q9Y253 | actives 1.2% (n = 390,000); further: potency means the concentration at half of the fitted maximal effect; on the % scale 0 is the no-effect control and ±100 the full control effect
Target sequence (Q9Y253 whole entry, looked up): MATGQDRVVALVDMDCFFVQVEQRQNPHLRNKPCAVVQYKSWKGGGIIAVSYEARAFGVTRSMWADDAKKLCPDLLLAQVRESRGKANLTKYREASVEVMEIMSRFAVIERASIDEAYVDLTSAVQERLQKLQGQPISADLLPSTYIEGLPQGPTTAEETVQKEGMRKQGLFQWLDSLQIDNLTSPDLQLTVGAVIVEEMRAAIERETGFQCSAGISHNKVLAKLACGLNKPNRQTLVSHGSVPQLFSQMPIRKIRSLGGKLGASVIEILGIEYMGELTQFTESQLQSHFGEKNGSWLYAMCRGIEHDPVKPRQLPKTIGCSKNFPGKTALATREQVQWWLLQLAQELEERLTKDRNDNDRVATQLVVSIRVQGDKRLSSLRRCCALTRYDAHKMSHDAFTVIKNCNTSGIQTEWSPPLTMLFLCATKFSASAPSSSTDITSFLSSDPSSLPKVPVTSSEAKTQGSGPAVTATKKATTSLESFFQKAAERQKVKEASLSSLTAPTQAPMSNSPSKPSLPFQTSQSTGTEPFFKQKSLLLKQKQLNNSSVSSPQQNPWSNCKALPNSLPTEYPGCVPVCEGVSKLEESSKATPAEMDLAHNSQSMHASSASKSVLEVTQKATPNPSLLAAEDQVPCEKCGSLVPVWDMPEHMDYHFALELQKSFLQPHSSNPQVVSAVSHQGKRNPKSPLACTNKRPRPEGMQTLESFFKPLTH
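Fluorescent replication assay: 50 nM final substrate added after a 15 min room-temperature compound preincubation with 10 nM enzyme. Signal taken at 0 min and again at 10 min.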
Pin1 inh = qHTS Assay to Find Inhibitors of Pin1 | Pin1 FP peptide displacement, HiFluor488, 10 min | Potency, µM (top dose mostly 115 µM), inactives show top-dose activity, negative = inhibition, usual class: inhibitors | actives 0.009% (n = 390,000) | AID 504891, 2011; active means well fitted inhibition curve with a large enough effect in the polarisation, with a control signal flat, not every such curve was filed as active; inconclusive means small, poorly fitted or top-dose-only effect, or effect the other way, or a change in a side signal; inactive means no such curve, though single readings can be large or run the other way; the % refers to the polarisation; further: potency means the concentration at half of the fitted maximal effect; on the % scale 0 is the no-effect control and ±100 the full control effect
Target sequence (Q13526 whole entry, looked up): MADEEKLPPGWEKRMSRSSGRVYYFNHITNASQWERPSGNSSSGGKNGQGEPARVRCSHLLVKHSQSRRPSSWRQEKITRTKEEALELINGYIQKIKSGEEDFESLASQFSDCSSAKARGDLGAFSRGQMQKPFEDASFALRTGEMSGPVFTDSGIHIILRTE
PI4K2A inh = qHTS for small molecular inhibitors of PI4K2A; actives 0.13% (n = 420,000); Phosphatidylinositol 4-kinase type 2-alpha (Homo sapiens), Q9BTU6; activity change, negative = inhibition, % at 76.9 µM; AID 1346378, 2018; purified PI4K2A, ADP-Glo luminescence, 1 h; stronger effect = lower value; in the data active means activity change below about -50%; inconclusive means mostly about -30% to -49%;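 further: -100% = wells without enzyme as full effect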
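PI4K2A activity was measured by ADP-Glo luminescence: enzyme (4 ug/mL stock) and phosphatidylinositol (1.2 mM stock) in Tris pH 7.5/MgCl2/EGTA/Triton X-100 buffer were reacted with ATP (300 microM stock) for one hour at ambient temperature.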
GLS inhibitor = qHTS for Inhibitors of Glutaminase (GLS). Glutaminase kidney isoform, mitochondrial (Homo sapiens), O94925. GLS enzymatic activity, qHTS titration. Potency, µM (titrated, usually from 45.5 µM), without a hit: top-dose activity change, negative = inhibition, hits mostly inhibitors. actives 0.21% (n = 410,000). AID 624170, 2012; further: potency means the concentration at half of the fitted maximal effect; on the % scale 0 is the no-effect control and ±100 the full control effect
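Two-point fluorescence kinetic (t0, 30 min RT) for hKGA; glutamate detected via glutamate oxidase–HRP–Amplex Red. Substrate: 1 mM L-glutamine solution; buffer 45 mM KH2PO4, pH 8.2.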
HP1b binding inh = HTS for Inhibitors of HP1-beta Chromodomain Interactions with Methylated Histone Tails; Chromobox protein homolog 1 (Homo sapiens), P83916; AlphaScreen HP1-beta / biotin-H3K9me3 peptide binding; Potency, µM (highest dose often 114 µM), inactives show top-dose activity change, negative = inhibition, actives largely listed as inhibitors; actives 0.56% (n = 390,000); AID 540317, 2011; further: potency means the concentration at half of the fitted maximal effect; nearly all actives have a fitted effect of over 70% in size; inactives centre near 23
Target sequence (P83916 whole entry, looked up): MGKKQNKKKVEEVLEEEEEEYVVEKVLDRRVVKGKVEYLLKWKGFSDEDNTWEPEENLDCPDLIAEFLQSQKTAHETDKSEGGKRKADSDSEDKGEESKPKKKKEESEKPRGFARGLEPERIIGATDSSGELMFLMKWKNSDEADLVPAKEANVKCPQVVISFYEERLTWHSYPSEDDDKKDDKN
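HP1-beta protein (50 nM final) preincubated 30 min at room temperature with biotinylated H3(1-18)K9me3 peptide (50 nM) in PBS pH 7.4, 0.01% Tween-20, then compound added for 30 min. AlphaScreen streptavidin donor/nickel chelate acceptor beads (10 ug/mL final), 30 min dark, luminescence read.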
JMJD2A Tudor inh = qHTS Assay for Inhibitors of JMJD2A-Tudor Domain; Potency, µM (top dose mostly 114 µM), for the others: at the top dose activity change, negative = inhibition, hits mostly inhibitors; AID 504339, 2011; AlphaScreen JMJD2A-Tudor / H3K4me3 peptide binding; actives 4.4% (n = 390,000); further: potency means the concentration at half of the fitted maximal effect; on the % scale 0 is the no-effect control and ±100 the full control effect; nearly all actives have a fitted effect of over 50% in size
BAZ2B inh = qHTS Assay for Inhibitors of BAZ2B. Potency, µM (highest dose often 114 µM), without a hit: at the top dose activity change, negative = inhibition, hits mostly inhibitors. Bromodomain adjacent to zinc finger domain protein 2B (Homo sapiens), Q9UIF8. AlphaScreen BAZ2B-H3K14Ac peptide displacement. actives 4.4% (n = 360,000); further: potency means the concentration at half of the fitted maximal effect; on the % scale 0 is the no-effect control and ±100 the full control effect; nearly all actives have a fitted effect of over 60% in size
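AlphaScreen luminescence quantifies BAZ2B engagement of H3K14Ac peptide; the protein and biotinylated peptide are both at 50 nM final, buffer PBS pH 7.4 with 0.01% Tween-20, all steps at room temperature.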
PGK inhibitor = qHTS Assay to Find Inhibitors of Phosphoglycerate Kinase; Phosphoglycerate kinase, glycosomal (Trypanosoma brucei brucei), P07378; PGK/GAPDH coupled, Kinase-Glo luminescence, 60 min; Potency, µM (highest dose often 57.5 µM), inactives show top-dose activity change, negative = inhibition, most hits filed as inhibitors; actives 0.043% (n = 380,000); AID 602233, 2012; further: potency means the concentration at half of the fitted maximal effect; on the % scale 0 is the no-effect control and ±100 the full control effect; nearly all actives have a fitted effect of over 60% in size
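Luminescent ATP detection (Kinase-Glo Plus) follows a 60-minute room-temperature incubation, with wells lacking PGK as controls. Buffer: 100 mM TEA (pH 7.6), 5 mM MgCl2, 0.01% Tween-20. Coupling enzyme GAPDH (100 nM final) supplies unstable 1,3-BPG in-well.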
G9a inh = qHTS Assay for Inhibitors of Histone Lysine Methyltransferase G9a | Histone-lysine N-methyltransferase EHMT2 (Homo sapiens), Q96KQ7 | G9a H3K9 monomethylation, AlphaScreen, 2 h | Potency, µM (series often up to 102 µM), inactives show at the highest dose activity, negative = inhibition, hits mostly inhibitors | actives 8.8% (n = 350,000) | AID 504332, 2011; further: potency means the concentration at half of the fitted maximal effect; on the % scale 0 is the no-effect control and ±100 the full control effect; nearly all actives have a fitted effect of over 75% in size
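Using a bead-based AlphaScreen, monomethylated H3K9 product from 2 h room-temperature reactions (G9a 20 nM, peptide 500 nM, SAM 20 uM) was detected with 0.5 ug/mL rabbit anti-H3K9me1 antibody.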
Numbers without * were called inactive; i = inactive; ? = inconclusive; . = not tested or not shown; [ ] = remark or other dose. Unless noted, the call rests on the fitted dose curve; in most records, active means well fitted curve in the direction sought with a large enough effect; inconclusive means small, poorly fitted or top-dose-only effect, or another doubt; inactive means no such curve, though single readings can be large; an effect the other way counts as inactive or inconclusive.

SMILES	POLH inh	Pin1 inh	PI4K2A inh	GLS inhibitor	HP1b binding inh	JMJD2A Tudor inh	BAZ2B inh	PGK inhibitor	G9a inh
CSCCC(NC(=O)c1ccc(Cl)c([N+](=O)[O-])c1)C(=O)N1CCN(C/C=C/c2ccccc2)CC1 (stereo not given)	-7%	9%	-4	14%	-9%	?	?	i	?
O=C(COC(=O)c1ccccc1NCCO)NCCc1ccccc1	0%	-4%	4	3%	14%	-3%	1%	-1%	10%[0.501 µM]
CCN(CC(=O)NCC1CCCO1)S(=O)(=O)c1ccc(Cl)cc1 (stereo not given)	10%	3%	2	3%	17%	11%	0%	1%	19%
COc1ccc(CCN2C(=O)N(c3ccc(OC)cc3)C(=O)C2CC(=O)Nc2ccc(OC)cc2)cc1 (stereo not given)	-9%	5%	8	2%	42%[activator]	-6%	1%	6%	4%[59 µM]
O=c1c2ccccc2oc2ccc(NCCCn3ccnc3)cc12	-12%	-4%	-5	-8%	39%[activator]	?	50µM*	1%	.
O=C(CCCCCN1C(=O)c2cccc3cccc(c23)C1=O)N1CCOCC1	-13%	-3%	-1	-3%	59%[activator]	-5%	-4%	i	4%[59 µM]
CCOC(=O)N1CCN(Cc2nc3c(c(=O)[nH]c(=O)n3C)n2Cc2ccccc2C)CC1	4%	17%	-3	1%	13%	-17%	2%	i	12%[59 µM]
Cc1c(C(=O)Nc2ccc(S(N)(=O)=O)cc2)oc2ccc(Cl)cc12	-7%	3%	1	-14%	0%	-15%[57.1 µM]	-6%	-2%	.
CCOc1ccc(C(=O)N/N=C(/C)C2C(=O)c3ccccc3C2=O)cc1	-8%	0%	-2	8%	22%	35µM*	1%	2%	13%[59 µM]
Nc1cc(=O)[nH]c(SCC(=O)Nc2ccc(F)c(Cl)c2)n1	-3%	3%	-4	0%	25%	-9%	-14%	1%	-47%
COc1ccc(CNC(=O)CCCn2c(=S)[nH]c3cc4c(cc3c2=O)OCO4)cc1	-6%	13%	0	3%	59%[activator]	4%	-11%	-1%	43%[activator]
COc1ccc(C2C(C(=O)Nc3ccc(C)cc3C)=C(C)Nc3nc(SCc4cccc(C)c4)nn32)c(OC)c1 (stereo not given)	-5%	2%	-4	-7%	47%[activator]	-10%	0%	-1%	7%[59 µM]
COc1ccc(CC(=O)NC2CCN(CC(=O)Nc3ccc4c(c3)OCCO4)CC2)cc1OC	-7%	-6%	0	-2%	17%	-20%	-1%	-8%	2%[12.7 µM]
COc1ccc(Nc2nc(C(=O)NCCCN3CCOCC3)cs2)cc1	-3%	-10%	1	12%	16%	?	-37%	-1%	?
Cc1ccc2c(=O)c(C(=O)c3ccc(F)cc3)cn(CC(=O)NC3CCCCC3)c2n1	14%	17%	-2	-1%	25%	-17%	12%[57.1 µM]	-20%	-25%[59 µM]
CCc1noc(C)c1C(=O)N(CC(C)C)c1c(N)n(Cc2ccccc2)c(=O)[nH]c1=O	-14%	-1%	-6	-3%	20%	-11%	-4%	i	-8%
COCC(=O)OCC(=O)N1N=C(c2ccc(Cl)cc2)CC1c1ccco1 (stereo not given)	-9%	0%	-7	-5%	-8%	-31%	?	-1%	?
COc1cc(NC(=S)Nc2ncccc2C)cc(OC)c1OC	-15%	-6%	-6	13%	14%	-32%	?	-2%	10µM*
CC(O)C(NC=C1C(=O)OC(C)(C)OC1=O)C(=O)O (stereo not given)	-5%	2%	1	14%	23%	-29%	-24%	5%	-48%
Cc1nn(C)c(C)c1C(C)NC(=O)c1cc(COc2cncc(Cl)c2)on1 (stereo not given)	-4%	1%	9	-5%	25%	-2%	-5%	-1%	2%[59 µM]
COc1ccc(CN(C(=O)c2ccc(-c3ccccc3)[nH]2)C(C(=O)NC(C)(C)C)c2ccncc2)cc1 (stereo not given)	-20%	20%	2	2%	-10%	40µM*	?	2%	?
CC1=C(C(=O)OCCOc2ccccc2)C(c2ccc(C)o2)C2=C(CC(C)(C)CC2=O)N1 (stereo not given)	-10%	23%	-7	4%	-7%	-32%	-10%	-1%	-1%[59 µM]
CCN(CC)c1ccc(-c2nc(-c3ccncc3)no2)cc1[N+](=O)[O-]	-1%	15%	1	-20%	36%	-11%	-9%	-4%	-20%[59 µM]
O=C(Cc1ccccc1Cl)Nc1nc2ccccc2[nH]1	-14%	-1%	-1	-3%	-5%	-19%	-1%	-11%	9%
CC(=O)c1cc(C#N)c(Oc2cc(C)cc(C)c2)nc1C	-22%	0%	-3	?	6%	-29%[11.4 µM]	-6%	-4%	14%[59 µM]

Another view of some results above:
compound,POLH inh,Pin1 inh,PI4K2A inh,GLS inhibitor,HP1b binding inh,JMJD2A Tudor inh,BAZ2B inh,PGK inhibitor,G9a inh
CCN(CC)c1ccc(-c2nc(-c3ccncc3)no2)cc1[N+](=O)[O-],-1%,15%,1,-20%,36%,-11%,-9%,-4%,-20%[59 µM]
CC(O)C(NC=C1C(=O)OC(C)(C)OC1=O)C(=O)O (stereo not given),-5%,2%,1,14%,23%,-29%,-24%,5%,-48%

More structures.
SMILES	POLH inh	Pin1 inh	PI4K2A inh	GLS inhibitor	HP1b binding inh	JMJD2A Tudor inh	BAZ2B inh	PGK inhibitor	G9a inh
O=C(C[n+]1ccccc1)Nc1ccccc1[N+](=O)[O-]	-4%	-6%	5	-1%	64%[activator]	13%	-3%	0%	.
OCCC1CN(CC#Cc2ccccc2)CCN1Cc1ccccc1F (stereo not given)	-7%	3%	-4	4%	26%	-18%	-10%	4%	14%
CCc1nnc2c(Nc3ccccc3Br)nc3ccccc3n12	-24%	3%	2	-8%	37%	17%	-1%	-6%	8%[59 µM]
CN1OC[C@@H]2CN[C@H](c3ccc(-c4cc5ccccc5o4)cc3)C[C@@H]21	-10%	.	-7	3%	.	.	.	-1%	.
CC(=O)c1cccc(NC(=O)C(CC(C)C)NC(=O)C2CCCCC2)c1 (stereo not given)	-8%	0%	-1	0%	47%[activator]	-8%	-10%	i	12%[59 µM]
O=C(O)c1cc(Cl)c(Cl)cc1C(=O)NCc1ccco1	-6%	0%	-2	-24%	44%[activator]	-6%	-9%	-1%	?
CC(C)N1CCN(CCCc2ccccc2)CC1CCO (stereo not given)	-6%	2%	0	-2%	26%	-9%	2%	2%	56%[activator]
CC(NC(=O)CCc1ccccc1)c1cc2c(cc1Cl)OCCO2 (stereo not given)	-10%	-1%	0	14%	30%	-8%	-1%	5%	12%
COc1ccc([N+](=O)[O-])cc1NCc1ccco1	-2%	1%	7	7%	-3%	-31%	?	5%	0%
CCC(Oc1ccccc1F)C(=O)NCCN1CCOCC1 (stereo not given)	-5%	-1%	-1	-6%	14%	-3%	7%	i	-7%
Cc1ccc2c(=O)cc(C(=O)Nc3sc4c(c3C(=O)NCC3CCCO3)CCCC4)oc2c1C (stereo not given)	6%	-4%	-3	3%	18%	-23%	1%	i	-5%[59 µM]
Cc1cccc(C(=O)NNC(=O)C2CCN(C(=O)OC(C)(C)C)CC2)c1	2%	-6%	-3	2%	17%	1%	-17%	-3%	?
CCN1CCN(S(=O)(=O)c2cc(OCC(=O)NC3CCCCC3)c(C)cc2Cl)CC1	4%	8%	2	2%	8%	-12%	6%	-7%	-19%[12.7 µM]
C=CCn1c(=S)[nH]c2ccc(Br)cc2c1=O	-16%	-5%	3	-7%	57%	3%	-7%	-7%	-31%[12.7 µM]
COc1ccc(OCCSc2nc(N)cc(N)n2)cc1	-18%	6%	19	12%	-13%	-19%	-28%	-2%	-11%
CCCCn1c(N)c(N(CCOC)C(=O)c2ccc(F)c(S(=O)(=O)N3CCOCC3)c2)c(=O)[nH]c1=O	-7%	0%	-5	-2%	24%	4%	-4%	0%	-4%[12.7 µM]
O=C(OCn1nnc2ccccc2c1=O)c1ccc(Br)o1	-18%	3%	11	-8%	24%	8%	5%	-2%	22%[59 µM]
Cn1c(=O)c2c(nc(N3CCc4ccccc4C3)n2Cc2ccc(Br)cc2)n(C)c1=O	-21%	0%	-1	-8%	41%[activator]	3%	-1%	0%	-28%[12.7 µM]
O=C(O)CCC(=O)N1CCC[C@H]1C(=O)O	-15%	-4%	1	-9%	3%	?	-22%	i	5%[12.7 µM]
Cc1c(NC(=O)C(C)OC(=O)CCC2CCCC2)c(=O)n(-c2ccccc2)n1C (stereo not given)	-19%	0%	-2	-2%	43%[activator]	-6%	-11%	-6%	-20%
CCN(c1ccc(Cl)cc1)S(=O)(=O)c1nnc(NC(=O)c2ccccc2C)s1	16%	-4%	1	1%	25%	-27%	-26%	-5%	-23%[59 µM]
CCCCn1nc2cc(C(=O)NCc3cc(C(F)(F)F)cc(C(F)(F)F)c3)ccc2c1OCC	-16%	?	3	-1%	44%[activator]	-1%	0%	6%	-2%[59 µM]
OC(COc1ccccc1Br)CN1CCNCC1 (stereo not given)	-6%	-4%	2	-1%	25%	-13%	2%	8%	?
CCCOC(=O)/C(=C\c1ccc([N+](=O)[O-])o1)NC(=O)c1ccccc1	-15%	15%	0	-3%	27%	-5%	-5%	3%	?

This is a subset; rates above refer to the full screens.
